FN deposit inh: fibronectin deposition inhibition; AH1F fibroblasts, Alexa488-fibronectin deposition fluorescence, overnight; inhibition, % at 12.6 µM; 350,000 tested, 0.086% active; AID 743247;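 active = mean inhibition across replicates of 30% or more, regardless of how many single replicates reach that level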;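 also: positive control wells lacked labelled fibronectin entirely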
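material = AH1F fibroblast monolayer depositing Alexa488-labelled fibronectin into matrix | amount = 10000 AH1F cells/well | buffer or medium = DMEM plus 2% serum, read in PBS | incubation = 1 h cell adhesion before compound, then overnight fibronectin incubation | detection = fluorescence at 485 nm excitation, 525 nm emission | evaluation = percent inhibition as loss of matrix-bound fibronectin fluorescence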
PAX8 reporter: inhibitors of PAX8 transcriptional activity in RMG-I cells; RMG-I TPO-luciferase reporter, SteadyGlo, 24 h; inhibition, % at 12.6 µM; 360,000 tested, 1.2% active;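 active = mean replicate inhibition at least 60% with every replicate also reaching 60%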;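 also: luciferase light reporting Pax8 driven TPO promoter activity; plate controls were median of neutral control wells for no effect and mitoxantrone controls for full effect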
LGR2 inh: inhibitors of bursicon-induced Drosophila LGR2 receptor cAMP signaling; HEK293 LGR2, CRE-luciferase, bursicon-stimulated, 4 h; inhibition, % at 9.99 µM; 380,000 tested, 0.35% active; AID 720647;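 active = drop in luminescence signal, shown as inhibition above about 50% in the replicate tests, limit read from the data, passing the limit was not always enough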;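 also: agonist challenge used bursicon conditioned medium at about half maximal strength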
Numbers without * were called inactive. Not all compounds are listed; count on the stated rates, not on these rows.

SMILES	FN deposit inh	PAX8 reporter	LGR2 inh
O=C(O)c1ccc(CSc2nc(-c3ccccc3)cc(C(F)(F)F)n2)cc1	14.8	-14.9	-18.1
CCOC(=O)c1ccc[n+](C(C)C(=O)c2ccc(-c3ccccc3)cc2)c1 (configuration not stated)	2.1	18.4	1.0
C/C(=N\NC(=O)c1ccccc1-n1cccc1)C1CC1	0.0	-2.8	-3.0
CCC1(C)C(Nc2c(C)cccc2C)=NC(=S)N1c1ccc(NC(C)=O)cc1 (configuration not stated)	-3.2	4.5	0.8
CCCCC(=O)Nc1ccc(NC(=S)NC(=O)CC)cc1OC	-3.8	8.5	3.6
CNC(=S)N/N=C(\C)c1ccc(C)c(C)c1	-2.2	-20.4	-4.8
Cc1ccc(S(=O)(=O)N(C(=O)c2ccncc2)c2ccc(OC(=O)c3ccncc3)cc2)cc1	0.4	-26.9	3.9
COCCCn1c(=O)/c(=C\c2ccccc2OC(F)F)s/c1=C(/C#N)C(=O)NC(C)C	7.9	22.8	-28.0
COc1cc(C)ccc1OCCOCCOc1ccc(C)cc1[N+](=O)[O-]	4.7	-9.5	-0.5
CCCCNc1nc(N)nc(-c2cc(Cl)ccc2O)n1	7.9	-287.9	1.5
O=C1Nc2cc(C(=O)N3CCOCC3)ccc2SC1N1CCOCC1 (configuration not stated)	5.5	-1.0	1.2
CC(=O)c1cc2c(C)c(C(=O)c3ccccc3)oc2cc1O	3.4	-183.8	20.8
O=C(Nc1ccccc1-c1ccccc1)c1ccc(Cl)c([N+](=O)[O-])c1	7.2	41.1	-17.6
O=C(CN1CCCCCCC1)N/N=C/c1ccc(F)cc1F	5.8	-1.6	3.1
O=C(CNS(=O)(=O)c1cccc(Cl)c1)Nc1ccc(-c2nc3ccccc3s2)cc1	-0.4	-34.1	-41.6
Cc1ccc(/C=N/NC(=O)C2(O)c3ccccc3-c3ccccc32)o1	-1.8	-4.3	15.5
CCCCc1nc2ccccc2n1CC(=O)NN	-11.8	18.8	-10.0
CCC1CCCCN1C(=O)c1noc(C(C)C)c1[N+](=O)[O-] (configuration not stated)	2.8	14.8	-7.9
Cn1c(SCC(=O)N/N=C/C=C/c2ccco2)nc2ccccc21	-5.6	3.2	1.2
Cc1ccccc1-n1c(-c2csc(C)c2C)n[nH]c1=S	-2.1	-27.5	-7.5

5 compounds out of the list, ordered by molar mass, falling.
SMILES	FN deposit inh	PAX8 reporter	LGR2 inh
O=C1Nc2cc(C(=O)N3CCOCC3)ccc2SC1N1CCOCC1 (configuration not stated)	5.5	-1.0	1.2
Cn1c(SCC(=O)N/N=C/C=C/c2ccco2)nc2ccccc21	-5.6	3.2	1.2
O=C(CN1CCCCCCC1)N/N=C/c1ccc(F)cc1F	5.8	-1.6	3.1
Cc1ccccc1-n1c(-c2csc(C)c2C)n[nH]c1=S	-2.1	-27.5	-7.5
CCC1CCCCN1C(=O)c1noc(C(C)C)c1[N+](=O)[O-] (configuration not stated)	2.8	14.8	-7.9

The list continues:
SMILES	FN deposit inh	PAX8 reporter	LGR2 inh
Cc1ccc(/C=C/C(=O)N2CCN(c3ncccn3)CC2)o1	-2.2	7.8	-14.3
CCOC(=O)c1c(NC(=O)C(Sc2ccccc2)c2ccccc2)sc(C(=O)N(C)C)c1C (configuration not stated)	-0.9	19.1	24.6
CCC(CC)C(=O)Nc1cc([N+](=O)[O-])ccc1F	6.7	6.5	1.1
O=C(Nc1nccs1)c1cccc(N2C(=O)C3C4C=CC(C4)C3C2=O)c1 (configuration not stated)	-3.0	9.9	22.3
CCC(=O)N1N=C2CC(C)(C)OCC2C1c1ccccc1 (configuration not stated)	-1.6	2.5	11.0
N#Cc1ccsc1NC(=O)CN1CCN(c2ccccc2O)CC1	9.5	9.2	-2.3
CC(C)(C)c1ccc(C(=O)N/N=C2\C3CN4CCN(C3)CC2(c2ccccc2)C4)cc1	-3.2	-20.1	0.5
CCS(=O)(=O)C1=NN2C(=N)/C(=C\c3ccc(SCc4ccco4)o3)C(=O)N=C2S1	2.5	-0.5	-13.7
N#C/C(=C\c1ccc(-c2ccc(S(=O)(=O)N3CCOCC3)cc2)o1)C(=O)NC1CC1	-13.1	4.4	-14.1
CC(c1ccccc1)n1c(SCC(=O)N2CC(=O)Nc3ccccc32)nc2ccccc2c1=O (configuration not stated)	2.3	20.4	17.1
O=C(COC(=O)/C=C/c1cccc(Cl)c1)NCCc1ccc(Cl)cc1Cl	28.6	2.9	-24.7
O=C(CCCOc1ccccc1)Nc1ncccn1	-8.2	-3.6	-12.5
CCOC(=O)NC(NS(=O)(=O)c1ccccc1)(C(=O)OCC)C(F)(F)F (configuration not stated)	1.9	-23.0	-19.1
CCOc1ccc(-n2nc3c(=O)[nH]nc(C)c3c2C)cc1	-5.6	38.1	-11.9
Cc1ccccc1/C(N)=N/O	14.4	-9.2	-11.4
N#CCCN(C1CCCCC1)S(=O)(=O)c1cccc2nsnc12	-6.7	2.2	4.8
Cc1ccccc1C(=O)NNC1CC(=O)N(c2ccc3c(c2)OCCO3)C1=O (configuration not stated)	-3.7	-14.2	30.6
Cc1cc([N+](=O)[O-])nn1CCCC(=O)Nc1cc(Oc2ccccc2)cc([N+](=O)[O-])c1	0.4	10.5	-0.2
COc1ccc(OCCSc2nnc3c(Cl)cc(Cl)cn23)cc1	-12.9	6.5	9.0
COc1cc(OC)c(NC(=O)c2cccc(F)c2)cc1Cl	6.1	20.6	10.9
COc1ccc2c(c1)-c1c(sn(-c3ccccc3)c1=S)C(C)(C)N2	-1.1	8.3	25.2
COc1cccc(CNC(=O)C(=O)NCC(c2ccco2)N2CCOCC2)c1 (configuration not stated)	9.4	-16.1	-13.8
Cc1ccc(OC(=O)c2cccc(S(=O)(=O)N3CCCC3)c2)c(-n2nc3ccccc3n2)c1	1.1	-154.8	-39.8
Cc1ccc(NC(=O)Nc2ccc(Cl)cc2)c(Br)c1	-5.6	-103.0	-58.3
CCC/C=N/NC(=O)c1cc(Br)ccc1O	1.1	10.0	11.9
CCOc1ccc(CNC(=O)c2ccc(Sc3ccc(C)cc3)c(NC(C)=O)c2)cc1	2.6	-0.2	16.7
Cc1cc2c(N=NC(=O)CCc3ccccc3)c(O)[nH]c2cc1Br	1.7	28.0	-11.0
COc1ccc(-c2cc(C(F)(F)F)c3c(n2)sc2c(O)cc(=O)[nH]c23)c(OC)c1	6.1	22.8	-7.6
COC(=O)c1sccc1NC(=O)Cc1ccc(OC)c(OC)c1	13.7	-10.3	-17.4
CC(=O)c1c(C)oc2ccc(N(C(=O)C3CCCCC3)S(=O)(=O)c3cc([N+](=O)[O-])ccc3C)cc12	-0.5	-0.4	-3.1
C/C(=N\Nc1ccc(F)cc1)c1ccncc1	3.3	4.4	-0.9
COc1ccc(C2=NN(C(=O)CSc3nnc(-c4ccccc4F)o3)C(c3ccco3)C2)cc1 (configuration not stated)	10.9	-10.8	-4.2
COc1ccc(/C=N/NC(=O)c2nc(-c3ccccc3)n(-c3ccccc3)n2)c(O)c1	4.9	43.4	19.9
CN(C)N=C1c2cc(S(=O)(=O)N3CCOCC3)ccc2-c2ccc(S(=O)(=O)N3CCOCC3)cc21	2.3	20.0	-5.7
CC(C)CNS(=O)(=O)c1ccc(OCC(=O)Nc2ccc3c(c2)OCCO3)cc1	-10.9	16.1	-7.0
O=C(CNC(c1ccccc1)c1ccccc1)Nc1ccc(F)cc1	8.4	-6.0	-11.0
CC1(C)OC(=O)C(=NNc2ccc(Br)cc2)C(=O)O1	-8.2	-15.9	-25.1
Cc1ccc(NC(=O)c2ccccc2NC(=O)CCC(=O)O)cc1	-8.4	-41.9	12.8
Cc1ccc(CSc2ncnc3c2cnn3-c2ccc(C)cc2)cc1	-0.1	-67.3	-64.2
COc1ccc(Cl)cc1-c1nc(SCC(=O)NCCN2C(=O)CSC2=O)n[nH]1	-4.6	14.7	-8.9

Compound profiles, from the list above. Screens in order: FN deposit inh, PAX8 reporter, LGR2 inh
CCOC(=O)NC(NS(=O)(=O)c1ccccc1)(C(=O)OCC)C(F)(F)F (configuration not stated) in the list: 1.9, -23.0, -19.1
CCCCNc1nc(N)nc(-c2cc(Cl)ccc2O)n1 in the list: 7.9, -287.9, 1.5
Cc1ccccc1C(=O)NNC1CC(=O)N(c2ccc3c(c2)OCCO3)C1=O (configuration not stated) in the list: -3.7, -14.2, 30.6
Cc1ccc(CSc2ncnc3c2cnn3-c2ccc(C)cc2)cc1 in the list: -0.1, -67.3, -64.2
CCOc1ccc(CNC(=O)c2ccc(Sc3ccc(C)cc3)c(NC(C)=O)c2)cc1 in the list: 2.6, -0.2, 16.7

(listing goes on)
SMILES	FN deposit inh	PAX8 reporter	LGR2 inh
COc1ccc(CCNC(=O)/C(C#N)=C/c2cccc(OCc3ccccc3)c2)cc1OC	-0.7	-14.8	-5.0
Cc1ccccc1NCc1nnc2n1CCCCC2	-3.3	15.1	5.7
COc1ccc(NC(=S)N2CCN(C/C=C/c3ccccc3)CC2)c(OC)c1	5.9	14.1	19.9
Cc1ccc(/C=N/N=C/c2ccc(C)s2)s1	-17.3	-174.2	10.3
O=C(NC1CCS(=O)(=O)C1)C1CCCN(S(=O)(=O)c2ccc(Cl)cc2)C1 (configuration not stated)	5.7	-12.5	-4.1
CC1CC(C)CN(CCCSc2ccccc2)C1 (configuration not stated)	3.3	-2.6	-1.3
O=C(NNC(=O)c1cccnc1)Nc1ccc([N+](=O)[O-])cc1	7.7	-3.2	20.7
O=C(NCCC1=CCCCC1)C(=O)c1c[nH]c2ccccc12	-0.3	-41.3	-55.8
CN(/N=C\c1ccc(O)c(O)c1)c1nc(-c2ccccc2)cc(-c2ccccc2)n1	5.2	19.2	2.9
C/C(=N\Nc1ccc([N+](=O)[O-])cc1)c1ccc2c(c1)OCO2	-11.8	-29.9	-12.8
CCCN1C(=O)c2cccc3c(N4CCCCC4)ccc(c23)C1=O	-6.6	-3.1	-21.8
O=C(Cn1nc(-c2ccccc2F)ccc1=O)Nc1ccc(S(=O)(=O)N2CCCCCC2)cc1	15.1	4.4	-16.1
O=C(COC(=O)Cc1ccsc1)NCc1ccccc1	10.8	21.1	13.7
Cc1nc2ccccc2n1C(=O)c1ccc(Cl)cc1[N+](=O)[O-]	-0.4	10.2	-3.2
Cc1ccc(-c2nc(N)sc2CC(=O)OCC(=O)NCCC(C)C)cc1	-3.6	23.5	-5.3
Cc1cccc(NC(=S)NCc2ccc3c(c2)OCO3)c1	2.3	6.3	-4.4
COCc1nnc(NC(=O)c2cc(OC)c(OC)cc2[N+](=O)[O-])s1	-11.3	-4.3	5.5
NC(=O)c1ccc(Oc2ccc(Cl)c3ccccc23)c([N+](=O)[O-])c1	7.6	5.1	12.0
N#Cc1ccc(NC(=S)Nc2ccccc2)cc1	4.5	15.6	16.5
O=C(CN1C(=O)/C(=C/c2ccccc2F)Oc2ccccc21)N1CCN(c2ccccn2)CC1	1.8	11.9	-13.2
Cc1sc(NC(=O)Cn2[nH]c(=O)c3ccccc3c2=O)nc1-c1ccccc1	-1.3	0.6	11.4
Cc1[nH]c2ccccc2c1CN1CCC(CO)(Cc2ccccc2)CC1	-2.1	-3.8	-4.8
O=C(COC(=O)CNC(=O)c1cccc([N+](=O)[O-])c1)Nc1cccc(S(=O)(=O)N2CCCC2)c1	6.2	15.5	-5.0
COc1ccc2nc(C)cc(SCC(=O)N/N=C/c3ccc(O)cc3O)c2c1	-2.5	53.1	14.2
Cc1cc([N+](=O)[O-])ccc1NC(=O)/C=C/c1cccs1	3.0	-158.5	-34.8
Cc1noc(NS(=O)(=O)c2ccc(NC(=O)CSc3nnc4c(n3)[nH]c3ccccc34)cc2)c1C	-5.5	7.3	37.0
Cc1ccc(C)c(C(=O)COC(=O)c2cccc(N3C(=O)c4c(C)nc5ccccc5c4C3=O)c2)c1	-1.9	-147.9	7.7
CCNC(=O)C/C(C)=N/NC(=O)C1CCCCC1	-0.3	5.4	4.2
Cc1ccccc1Nc1nnc(SCC(=O)Nc2ncc(C(F)(F)F)cc2Cl)s1	-9.2	8.9	-11.8
CC/C(Cc1ccccc1)=N/NC(=O)c1cccc(Br)c1	-21.9	3.3	1.2
COc1cc(NC(=O)CSc2nc3ccccc3cc2C)c(C(=O)O)cc1OC	-5.4	11.9	-6.2
O=C(Cc1c2ccccc2nc2ccccc12)c1ccccc1	10.1	-2.6	0.3
O=C(COc1ccc2ccc(=O)oc2c1)Nc1ccc(N2CCOCC2)cc1	6.3	-9.3	-2.5
Nc1nnc(SCC(=O)OCc2ccc(F)cc2)s1	5.2	22.3	-11.4
CCOCCCNC(=O)C(NC(=O)c1ccc(NC(C)=O)cc1)c1ccc(OC)cc1 (configuration not stated)	-2.4	2.7	-2.3
N#Cc1c(-c2ccccc2)c(C#N)c2nc3ccccc3n2c1N	-3.7	13.0	-6.7
COc1ccc(Nc2nc(C)c(-c3ccccc3)s2)cc1	-3.1	-139.0	-98.1
O=C(O)c1ccc(/C=N/Nc2nnnn2-c2ccccc2)cc1	1.3	-6.9	0.0
CC(N)c1ccc(Cl)cc1Cl (configuration not stated)	3.8	-27.6	-11.2
Cc1ccc(C)c(NC(=S)NCCSc2ccc(Cl)cc2)c1	1.0	-5.2	5.9
O=Cc1ccccc1OS(=O)(=O)c1ccccc1	-7.6	16.7	19.0
CC(=O)c1cccc(NC(=O)C(OC(=O)c2cccs2)c2ccccc2)c1 (configuration not stated)	1.1	8.4	-7.1
COc1ccc(Br)cc1CNc1ccc(S(N)(=O)=O)cc1	-3.0	7.0	-2.3

Assay outcomes deposited in PubChem BioAssay by Broad Institute.
